Yeast tox – Compounds toxic to wild-type S. cerevisiae growth; A595 turbidity, 16 h; growth inhibition, % at 25 µM (by protocol); hit rate 0.3% among 30,000; AID 685;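 active = mutant and wild-type yeast strains alike exhibit over 30% growth inhibition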;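 note: 0% = untreated cell controls and 100% = YPD media blanks without cells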
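System: S. cerevisiae wild-type or eIF2Bepsilon-R284H mutant strain; times: 16 h growth with compound, 30 °C; signal: absorbance at 595 nm (turbidity); measure: growth inhibition (%) versus cell controls and blanks; compound: 25 µM single dose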
Yeast eIF2B – eIF2B (yeast) activity modulation; AID 688; inhibition, % at 25 µM (by protocol); S. cerevisiae eIF2B-epsilon R284H, GCN4-lacZ luminescence; hit rate 0.91% among 27,000;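 active = mutant luminescence inhibited past about 50% while wild type luminescence and mutant growth stay under set limits, limit read from the data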; note: some compounds called inactive have numbers as strong as hits
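Assay system: yeast eIF2B-epsilon R284H mutant carrying GCN4–beta-galactosidase fusion / Buffer or medium: YPD / Incubation: 16 h growth with compound at 30 °C, 90 min Beta-Glo step / Detection: Beta-Glo luminescence after Z-buffer lysis, growth by 595 nm absorbance / Read-out: % inhibition of reporter signal and growth versus controls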
Yeast tox inhibition % – further read-out of Yeast tox, marked with its call; growth inhibition, %; S. cerevisiae eIF2Bepsilon-R284H mutant growth, A595 turbidity, 16 h;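 each compound tested once at 25 µM; 0% equals untreated cells and 100% equals cell-free medium blanks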
Yeast eIF2B mutant toxicity – further read-out of Yeast eIF2B, marked with its call; growth inhibition, %; measured here: mutant yeast growth, toxicity;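 each compound tested once at 25 µM; zero equals untreated control growth and 100 equals blank medium absorbance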
* = called active by the depositor; nt = not tested or not shown.

compound | Yeast tox | Yeast tox inhibition % | Yeast eIF2B | Yeast eIF2B mutant toxicity
COCC(=O)NC1CCN(C(=O)Nc2ccc(Br)cc2)CC1 | 14 | 0 | 10 | nt
Cc1nc2ccc(S(=O)(=O)NCC(=O)NCCN3CCCCC3C)cc2s1 (stereo unspecified) | 9 | -9 | 25 | -9
O=C(O)c1ccc(NC(=O)C2CCCCC2)cc1 | -6 | 4 | 25 | 4
CC(=O)c1cc2c(cc1NC(=O)CN1CCN(c3ccc(F)cc3)CC1)OCO2 | -28 | -47 | 20 | -47
CCn1cc(Br)c(C(=O)N(C)Cc2ccccc2)n1 | nt | nt | -3 | nt
Cc1ccc(C2CCN(C(=O)Nc3ccccc3)C2)cc1 (stereo unspecified) | 21 | 3 | 0 | 3
CCOC(=O)c1ccc(NC(=O)CSc2nc(NC(=O)c3ccccc3)c3c(C)c(C)oc3n2)cc1 | -37 | -5 | 3 | -5
COc1ccc(C2SC[C@@H](C(=O)O)N2C(C)=O)cc1 (stereo partly specified) | 20 | 5 | 2 | 5
Clc1ccc(Cn2nnc(-c3ccc(CN4CCOCC4)cc3)n2)cc1 | 18 | 5 | 20 | 5
C(=C\c1ccccc1)/CSc1nnc(-c2ccccc2)n1Cc1ccco1 | -13 | 0 | 10 | nt
CCc1ccc(C(=O)NC2CCCCC2)s1 | -7 | 10 | 31 | 10
O=C(N/N=C1\CCCc2ccccc21)c1ccc([N+](=O)[O-])cc1 | 4 | 3 | 14 | 3
CCN(CC)CC(=O)N1c2ccccc2Sc2ccc(Cl)cc21 | 17 | 48 | -5 | 48
COc1cccc(-n2nnnc2SCC(=O)c2ccc(NC(C)=O)cc2)c1 | -10 | -28 | 19 | -28
CCOc1ccccc1N(CC(=O)OC)S(C)(=O)=O | 10 | 24 | 15 | 24

compound | Yeast tox | Yeast tox inhibition % | Yeast eIF2B | Yeast eIF2B mutant toxicity
CC1CCc2c(sc(N)c2C(=O)OC(C)C)C1 (stereo unspecified) | 16 | 10 | 21 | 10
Cc1cc(-c2ccccc2)c(C#N)c(SCC(N)=O)n1 | -18 | -29 | nt | nt
CC(=O)Nc1ccc(NC(=O)CSc2ncnn2-c2ccccc2)cc1 | -7 | -18 | 10 | -18
CCC(C)n1c(C)nc2c(c1=O)c1nc3ccccc3nc1n2-c1ccc2c(c1)OCCO2 (stereo unspecified) | -13 | -34 | 18 | -34
COc1ccc(NC(=O)CC(C)C)c(OC)c1 | 21 | 28 | 30 | 28
CCOC(=O)C(=O)Nc1nnc(Cc2ccc(OC)c(OC)c2)s1 | nt | nt | -35 | nt
COc1ccc(C2CC(c3cccs3)=Nc3ccccc3S2)cc1OC (stereo unspecified) | -8 | 0 | 15 | nt
CCN(CCCNC(=O)C1CCN(S(=O)(=O)N2CCC3(CC2)OCCO3)CC1)c1ccccc1 | 10 | 0 | 16 | nt
CC(=O)N1CCc2cc(S(=O)(=O)CCC(=O)Nc3ccc4c(c3)OCCO4)ccc21 | 5 | 11 | 13 | 11
COc1ccccc1N1CCN(Cc2cc(=O)n3ccsc3n2)CC1 | 1 | 5 | -5 | 5
CCn1c(C(C)NC(=O)c2ccc(OC)c(OC)c2)nc2ccccc21 (stereo unspecified) | -7 | -23 | 17 | -23
COC(=O)CC1C(=O)NCCN1C(=O)Nc1ccccc1 (stereo unspecified) | 7 | 26 | 18 | 26
CC(=O)NC(C)C12CC3CC(CC(CC(=O)O)(C3)C1)C2 (stereo unspecified) | -16 | 3 | -8 | 3
CC(C)=CC(=O)NCCc1ccccc1 | -10 | 3 | 37 | 3
Cc1cc(C)c(C)c(S(=O)(=O)NCc2ccc(C(=O)N3CCCCC3)cc2)c1C | -3 | 0 | -13 | nt

compound | Yeast tox | Yeast tox inhibition % | Yeast eIF2B | Yeast eIF2B mutant toxicity
CCC(OC(=O)C(NC(=O)c1ccccc1)c1ccccc1)C(=O)Nc1cc(C)on1 (stereo unspecified) | -6 | 8 | -10 | 8
CCOC(=O)c1cnn(-c2nc(C)cc(C)n2)c1N | 12 | -29 | -17 | -29
c1ccc(C(c2nnnn2C2CCCC2)N2CCCCCC2)nc1 (stereo unspecified) | 8 | 14 | 25 | 14
O=C(NCC1CCCO1)c1csc2c1CCCCC2 (stereo unspecified) | 20 | 9 | 21 | 9
O=c1c2ccccc2nc(-c2ccco2)n1Cc1ccccc1 | 27 | -4 | 21 | -4
COc1cc(OC)cc(C2C(C#N)=C(N)Oc3n[nH]c(-c4cccnc4)c32)c1 (stereo unspecified) | -10 | 7 | 17 | 7
CCOc1ccc(C(=O)NC(Cc2ccccc2)C(=O)OC)cc1 (stereo unspecified) | -18 | -10 | -33 | -10
O=C(NCc1cccnc1)C1CCCN(S(=O)(=O)c2ccc(Br)cc2)C1 (stereo unspecified) | -5 | -12 | -3 | -12
O=S(=O)(NCc1cccnc1)c1ccc(Br)s1 | 25 | -8 | 20 | -8
CCN(CC)C(=O)CSc1nnc(CNc2ccc(F)cc2)n1-c1ccccc1 | -5 | -7 | -2 | -7
COC(=O)COn1c(-n2nc(C)cc2C)nc2ccccc2c1=O | 2 | 0 | 7 | nt
Cc1oc(C)c(C(=O)O)c1COc1ccc(C(=O)O)cc1 | -1 | 33 | -35 | 33
Cc1ccc(CN(C)C(=O)c2ccccc2Oc2ccccc2)o1 | -14 | -10 | 18 | -10
CCOc1ccc(NC(=O)c2ccccc2NC(=O)CN(C)CC(=O)Nc2ccc(C)cc2)cc1 | 31 | -38 | 16 | -38
CC(C)(C)NS(=O)(=O)c1ccc(NS(C)(=O)=O)cc1 | 0 | 14 | 18 | 14

Taken from above.
CCOC(=O)c1cnn(-c2nc(C)cc(C)n2)c1N @ Yeast tox inhibition % = -29
c1ccc(C(c2nnnn2C2CCCC2)N2CCCCCC2)nc1 (stereo unspecified) @ Yeast eIF2B mutant toxicity = 14
CC(C)(C)NS(=O)(=O)c1ccc(NS(C)(=O)=O)cc1 @ Yeast eIF2B mutant toxicity = 14
CCC(OC(=O)C(NC(=O)c1ccccc1)c1ccccc1)C(=O)Nc1cc(C)on1 (stereo unspecified) @ Yeast tox inhibition % = 8
Cc1oc(C)c(C(=O)O)c1COc1ccc(C(=O)O)cc1 @ Yeast eIF2B mutant toxicity = 33
CCN(CC)C(=O)CSc1nnc(CNc2ccc(F)cc2)n1-c1ccccc1 @ Yeast eIF2B = -2
O=C(NCc1cccnc1)C1CCCN(S(=O)(=O)c2ccc(Br)cc2)C1 (stereo unspecified) @ Yeast eIF2B mutant toxicity = -12

Carrying on:
Values run as follows: Yeast tox | Yeast tox inhibition % | Yeast eIF2B | Yeast eIF2B mutant toxicity
> COc1cc(Nc2nc(SCC#N)nc3ccccc23)cc(OC)c1OC
    23 | 0 | 13 | nt
> CCCCOc1ncnc2c1[nH]c1ccc(OCC)cc12
    -19 | -5 | 28 | -5
> Cc1ccc(NS(=O)(=O)c2ccc(NC(=O)C3CCCO3)cc2)cc1 (stereo unspecified)
    -1 | 20 | -4 | 20
> COC(=O)c1c(NC(=O)C2CCCO2)sc2c1CCC2 (stereo unspecified)
    4 | 14 | nt | nt
> O=C(Nc1ccc(S(=O)(=O)N2CCc3ccccc3C2)cc1)c1ccccc1
    7 | 11 | 31 | 11
> COc1cccc2cc(C(=O)NCc3ccccn3)c(=O)oc12
    -1 | 7 | nt | nt
> Cc1cc(=O)oc2ccc(OCC(=O)N3CCC(C)CC3)cc12
    -9 | 0 | 0 | nt
> c1ccc(C(c2nnnn2Cc2ccco2)N2CCN(c3nc4ccccc4s3)CC2)cc1 (stereo unspecified)
    -9 | -39 | 0 | -39
> Nc1nc(CN2CCC(Cc3ccccc3)CC2)nc(Nc2ccccc2)n1
    19 | 12 | nt | nt
> CC(C)C(c1nnnn1C1CCCC1)N(C)C1CCCCC1 (stereo unspecified)
    17 | 24 | 18 | 24
> CCc1cc2c(=O)n(-c3ccc(C)cc3)cnc2s1
    -3 | -4 | 31 | -4
> Clc1cccc(-c2nnc(SCc3nc4ccccc4[nH]3)n2Cc2ccco2)c1
    19 | -11 | 12 | -11
> CCNc1nc(NCC)n2c(SCc3nc4ccccc4c(=O)[nH]3)nnc2n1
    nt | nt | 17 | nt
> O=C(Nc1ccc(Oc2ccc(S(=O)(=O)N3CCOCC3)cn2)cc1)c1ccco1
    -25 | -23 | 11 | -23
> CC(=O)c1cc(-c2ccccc2)n(CC(=O)N2CCC(C)CC2)c1C
    -11 | 14 | -47 | 14
> OCCSc1ncnc2c1oc1ccccc12
    -5 | 21 | 16 | 21
> CCOc1ccc2[nH]c(=O)c(CN(Cc3ccccc3OC)C(=O)c3ccccc3)cc2c1
    -15 | 5 | nt | nt
> Cc1ccc(CCNC(=O)NC(C)(C)C)cc1
    -11 | 0 | 5 | nt
> CN1CCN(C(=O)CN(Cc2ccccc2)S(C)(=O)=O)CC1
    6 | 12 | 17 | 12
> O=c1cc(C23CC4CC(CC(C4)C2)C3)[nH][nH]1
    nt | nt | -11 | nt

3 structures from above, ordered by number of heavy atoms, lowest first:
Values run as follows: Yeast tox | Yeast tox inhibition % | Yeast eIF2B | Yeast eIF2B mutant toxicity
> OCCSc1ncnc2c1oc1ccccc12
    -5 | 21 | 16 | 21
> O=C(NCc1cccnc1)C1CCCN(S(=O)(=O)c2ccc(Br)cc2)C1 (stereo unspecified)
    -5 | -12 | -3 | -12
> Clc1cccc(-c2nnc(SCc3nc4ccccc4[nH]3)n2Cc2ccco2)c1
    19 | -11 | 12 | -11

Further structures
Values run as follows: Yeast tox | Yeast tox inhibition % | Yeast eIF2B | Yeast eIF2B mutant toxicity
> Cn1nnnc1SCC(=O)Nc1ccccc1N1CCOCC1
    7 | 12 | 34 | 12
> Cc1nc2ccc(NC(=O)c3ccc(Cl)c(NC(=O)c4cccs4)c3)cc2s1
    2 | -5 | 30 | -5
> Cc1cc2ccccn2c1C(=O)c1nc(N2CCOCC2)ncc1Cl
    -9 | -25 | 31 | -25
> CCc1ccc2[nH]c(=O)c(CN(Cc3ccc(F)cc3)C(c3nnnn3CCN3CCOCC3)C(C)C)cc2c1 (stereo unspecified)
    15 | 5 | 18 | 5
> CCOc1ccc(-c2nc3n(c(=O)c2C#N)CCCS3)cc1
    -1 | 4 | 13 | 4
> Cc1nc2ccccc2n1CCc1nc2c3ccccc3nc(=S)n2[nH]1
    14 | 13 | nt | nt
> CC(=O)c1ccc(CCCCCCCCCC(=O)O)s1
    -10 | -18 | 1 | -18
> COC(=O)c1ccc(C2C(C(=O)OC(C)C)=C(C)N=C3SCCC(=O)N32)cc1 (stereo unspecified)
    17 | -16 | 14 | -16
> COc1ccc(NS(=O)(=O)c2cccc3cccnc23)cc1
    -1 | -29 | 21 | -29
> COc1ccc2cc(CN(CC3CCCO3)S(=O)(=O)c3ccccc3Cl)c(=O)[nH]c2c1 (stereo unspecified)
    20 | 16 | 24 | 16
> Cc1ccc(C2Oc3ccccc3C3=C2C(c2cccs2)n2ncnc2N3)cc1 (stereo unspecified)
    23 | -19 | -2 | -19
> O=C(CSc1nccc(=O)[nH]1)N1CCc2ccccc2C1
    15 | 10 | 13 | 10
> CCCC(=O)NCCc1cc2cc(C)c(C)cc2[nH]c1=O
    -12 | 10 | -3 | 10
> CCSc1nc(N2CCOCC2)c2c(c1C#N)CC(C)(C)N(C)C2
    5 | 14 | nt | nt
> O=C(CCC1CC(=O)Nc2ccccc21)NCc1ccccc1 (stereo unspecified)
    20 | -6 | 14 | -6
> COc1ccc(Cl)cc1NC(=O)CCn1cnc2ccccc2c1=O
    -2 | -17 | 8 | -17
> Cc1cc(C(=O)NCC(=O)O)c(C)o1
    31 | -3 | 14 | -3
> O=c1c2ccccc2n(Cc2ccc(F)cc2)c(=O)n1C1CCCC1
    -3 | 15 | 14 | 15
> COc1ccc(-c2nn(-c3ccccc3)cc2/C=N/n2cnnc2)cc1OC
    -3 | 12 | 4 | 12
> CCCCC(=O)NCCc1ccc(OC)cc1
    27 | 8 | -9 | 8

Values run as follows: Yeast tox | Yeast tox inhibition % | Yeast eIF2B | Yeast eIF2B mutant toxicity
> CCOC(=O)c1c(C)[nH]c(C(=O)COC(=O)CN2C(=O)C3CCCCC3C2=O)c1C (stereo unspecified)
    9 | 6 | nt | nt
> CN(C(=O)c1cc2nc(-c3ccco3)cc(C(F)(F)F)n2n1)C1CCCCC1
    -23 | -20 | 0 | -20
> CCOc1ccc2nc(C(C)O)[nH]c2c1 (stereo unspecified)
    -17 | 3 | -2 | 3
> COc1ccc(OCc2ccc(C(=O)N3CCOCC3)cc2)cc1
    -10 | -2 | 8 | -2
> Cc1ccc(CNC(=O)c2ccc3c(=O)n(CCCN4CCCC4=O)c(=S)[nH]c3c2)cc1
    -19 | 0 | nt | nt
> CCn1c(=O)cc(N2CCCCC2)[nH]c1=O
    4 | 16 | 43 | 16
> Cc1ccccc1NC(=O)CSC1=C(C#N)C(c2ccsc2)CC(=O)N1 (stereo unspecified)
    -1 | 23 | 13 | 23
> Cc1ccc(Cn2nnnc2CN2CCC(O)(c3ccc(F)cc3)CC2)cc1
    2 | 3 | 69* | nt
> CCOc1ccccc1Nc1nnc(SCc2ccc(C(=O)OC)o2)s1
    -7 | 0 | 18 | nt
> O=C(NCc1ccccn1)C1CCN(S(=O)(=O)N2CCCC2)CC1
    nt | nt | 1 | nt
> Cn1c(SCc2nc(-c3cccs3)no2)nnc1C1CCCCC1
    -5 | -9 | -3 | -9

Not all compounds are listed (hit frequency here may not be typical).
